p53ts 39C kill: kills p53ts cells at the nonpermissive temperature; H1299-p53A138V viability at 39C, ATP luminescence, 24 h; Potency, µM (titrated, usually from 46.1 µM), inactives show at the top dose activity change, negative = cell killing, most hits filed as cytotoxic; 1.5% of 130,000 active; AID 902; note: nearly all actives have a fitted effect of over 55% in size
Imprint erasure: genomic imprint erasure induction | Potency, µM (highest dose often 60.7 µM), inactives show at the top dose activity change, positive = activation, usual class: activators | 0.02% of 110,000 active | mouse ES Peg3-LacZ reporter, beta-gal luminescence, 40 h | AID 1948;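 note: 0% = negative control wells on the plate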
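Readout: BetaGlo luminescence (5 min, room temp) for LacZ from the normally silent maternal Peg3 allele in female Peg3LacZ-Neo ES cells. Cells 300/well, 40 h, 37C, 5% CO2. Data normalized per plate to negative controls.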
p53ts 32C kill: p53ts cell cytotoxicity, permissive temperature; H1299-p53A138V at 32C, ATP luminescence viability, 24 h; Potency, µM (highest dose often 46.1 µM), without a hit: at the top dose activity change, negative = cytotoxicity, actives largely listed as cytotoxic; 0.93% of 130,000 active;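 note: 0% = DMSO and -100% = full killing by reference compound; nearly all actives have a fitted effect of over 55% in size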
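Viability by ATPlite luminescence after 24 h compound treatment (up to 46 uM) at the permissive 32C. Cells are H1299 carrying p53 A138V. Scale runs from DMSO basal to 100 uM tamoxifen as full kill; AC50 from Hill fits.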
IkB sig inh: suppresses IkB signaling in ABC-DLBCL reporter cells. ABC-DLBCL IkBa-CBG/CBR dual luciferase ratio, 4 h; response scale: scaled: untreated 0%, proteasome inhibitor 100%. Potency, µM (top dose mostly 57.1 µM), for inactives: at the highest dose IkBa stabilization activation. 0.04% of 110,000 active. AID 445; active = well fitted curve in the direction sought with a large enough effect in the signal ratio, not every such curve was filed as active; inconclusive = small, poorly fitted or top-dose-only effect, or a change in a side signal; the % refers to the signal ratio;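 note: the direction sought is a rising ratio; 0% = basal untreated cells and 100% = reference inhibitor full response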
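Luminescence ratio of IκBα-fused green versus native red beetle luciferase in OCI-Ly3 cells, 4 h post-doxycycline with compound; red signal alone, scaled from basal (0%) to zero light (-100%), flagged nonspecific or cytotoxic effects.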
* hit, by the source's call; ? = inconclusive; / = not tested or not shown; [ ] = remark or other dose. Unless noted, calls come from the whole dose curve; as a rule, active = well fitted curve in the direction sought with a large enough effect; inconclusive = small, poorly fitted or top-dose-only effect, or another doubt; inactive = no such curve, though single readings can be large; an effect the other way counts as inactive or inconclusive. Unless noted, % is set by controls: 0 for no effect and ±100 for the full control effect; potency is the fitted concentration of half-maximal effect. Outcome played no part in choosing rows. Share with any hit: about 1.7%.

SMILES	p53ts 39C kill	Imprint erasure	p53ts 32C kill	IkB sig inh
CC(NC(=O)c1cc2c(=O)n3ccccc3nc2n(C(C)C)c1=N)c1ccccc1 (stereo not drawn)	-3%	-9%[10.9 µM]	-9%	-3.5%
Cc1ccccc1OCc1nnc(SCc2cc(=O)c3cc(F)ccc3[nH]2)n1C	-18%	-14%[10.9 µM]	-8%	?
COc1ccc(NC(=O)COc2ccccc2C#N)c(S(=O)(=O)N2CCCCC2)c1	-7%	-17%	7%	?
CCOC(=O)Cn1c(=O)oc2cc(S(=O)(=O)N3CCN(c4cccc(C)c4)C(C)C3)ccc21 (stereo not drawn)	2%	11%[10.9 µM]	-3%	?
CCOC(=O)C1=C(C)N(C)C(=O)NC1c1ccc(C)s1 (stereo not drawn)	9%	-16%	8%	2.7%
O=c1cc(CSc2nnc(COc3ccccc3Cl)o2)nc2sccn12	-10%	-17%	4%	0.5%
Cc1cc(C)c2oc(C(=O)Nc3c(C(=O)c4ccccc4)oc4ccccc34)cc(=O)c2c1	17%	3%[10.9 µM]	10%	-1.1%
COc1ccc(CN2CCN(C(=O)c3cc(OC)c(OC)c(OC)c3)CC2)cc1OC	9%	-7%	8%	3.3%
COc1ccc(CCNC(=O)CC2Nc3ccccc3NC2=O)cc1 (stereo not drawn)	-3%	-3%	-1%	0.2%
CCC1(C)Cc2c(sc3c2c(=O)n(C)c2nnc(SCCc4ccccc4)n32)CO1 (stereo not drawn)	12%	-6%	0%	-0.1%
Cc1cc(-c2ccc(C)c(S(=O)(=O)NC3CCCCC3)c2)on1	1%	-11%[10.9 µM]	7%	3.8%
CCC(CC)C(=O)Nc1cc(C(=O)OC)cc(C(=O)OC)c1	3%	-1%	3%	0.7%
Cc1sc2c(c1C)c(=O)n(-c1ccc(Cl)cc1)c(=O)n2Cc1c(F)cccc1Cl	18%	-3%[10.9 µM]	4%	7.0%
CCn1c(C(=O)N2CCC(Cc3ccccc3)CC2)cc2sccc21	2%	/	-13%	/
COc1ccccc1C(=O)N(CN1CCCC1=O)c1cccc(Cl)c1	3%	13%	10%	2.0%
NC(=O)C1CCN(c2csc3ccc(F)cc3c2=O)CC1	-16%	-12%[10.9 µM]	-7%	?
CC1(C)OC2CC3C4CCC5=CC(=O)C=C[C@@]5(C)[C@]4(F)C(O)C[C@@]3(C)[C@]2(C(=O)CO)O1 (stereo partly drawn)	-3%	2%	10%	/
Cc1cccc(-c2nc3c4ccccc4nc(NCc4ccccc4Cl)n3n2)c1	-25%	2%[10.9 µM]	2%	-1.0%
S=c1[nH]nc(-c2cccnc2)n1-c1ccccc1	22%	/	2%	/
O=C(CSc1nc(-c2ccc(F)cc2)cc(C(F)(F)F)n1)NCc1ccccc1	-29%	-12%[10.9 µM]	-7%	2.1%
O=Cc1ccc(Cl)cc1	2%	-5%	0%[1.84 µM]	-0.1%
Cc1cc2nn(-c3ccc(Cl)cc3)nc2cc1NC(=O)C(C)C	7%	-19%[10.9 µM]	-1%	3.7%
CCOC(=O)C1=C(CN2CCN(c3ccc(F)cc3)CC2)NC(=O)NC1c1cccs1 (stereo not drawn)	13%	-18%	4%	?
C=CC[C@@H]1C=C[C@@H](O/N=C(/C)CCC(=O)OC[C@@H]2O[C@H](c3ccccc3)C=C[C@@H]2Oc2ccc(OC)cc2)[C@@H](CO)O1	4%[9.22 µM]	/	6%[9.22 µM]	/
O=C(O)C1CCCCC1C(=O)Nc1ccc2c(c1)OCCO2 (stereo not drawn)	-1%	-3%	-4%	1.3%

Continuation:
SMILES	p53ts 39C kill	Imprint erasure	p53ts 32C kill	IkB sig inh
O=c1c(=O)n(-c2ccc(F)c(F)c2)ccn1Cc1ccc(F)cc1Cl	?	-3%[10.9 µM]	-19%	-0.1%
COc1ccc2oc(C)c(C(N)=O)c2c1	3%	-5%	-2%	-0.2%
CCOC(=O)C1=C(N)N2C(=O)C(C)SC2=C(C(=O)OC)C1c1ccccc1OC (stereo not drawn)	15%	5%	-6%	5.6%
CCOC(=O)c1ccccc1NC(=O)NCc1cccn1Cc1ccc(F)cc1	?	?	-5%	-0.4%
COc1ccccc1-c1cc(C(=O)NCCc2ccccc2)no1	-18%	7%[10.9 µM]	13%	?
CCn1c(C)c(C)c2cc(C(=O)NCCCN3CCCCC3C)ccc21 (stereo not drawn)	-9%	-9%[10.9 µM]	-5%	-0.8%
CC[C@]1(O)C[C@H]2CN(CCc3c([nH]c4ccccc34)[C@](C(=O)OC)(c3cc4c(cc3OC)N(C=O)[C@H]3[C@@](O)(C(=O)OC)[C@H](OC(C)=O)[C@@]5(CC)C=CCN6CC[C@]43[C@H]65)C2)C1	32µM*	/	?	?
N#Cc1c(C(F)(F)F)cc(-c2cccs2)nc1SCc1ccccc1F	-14%	-9%[10.9 µM]	-2%	1.2%
COC(=O)CCc1c(C)c(C#N)c2nc3ccccc3n2c1N1CCCC1	9%	7%	-4%	-0.3%
CCCCn1c(CCNC(=O)CC)nc2ccccc21	15%	-5%	2%	-0.3%
CCOC(=O)Cn1c(=O)c2c(nc3n2CCCCN3c2ccc(C)cc2)n(C)c1=O	5%	/	2%	-2.5%
Cc1noc(/C=C/c2ccco2)c1S(=O)(=O)N1CCC(C(=O)NCc2ccco2)CC1	-10%	-3%	-3%	3.9%
Cc1cc2c(C)nc(-c3ccccc3)nc2o1	-1%	-11%	5%	-0.2%
OCCCCNc1cccc2ccccc12	-6%	/	1%	14%
O=C(Cn1cc2c(n1)CCCCC2)NCc1ccccc1	10%	-4%	-11%	1.7%
CNC(=O)c1[nH]cnc1C(=O)Nc1ccccc1OC	4%	/	6%	/
CCN(CC)CCn1c(-c2ccccc2)nc2c(NCc3ccccc3)nc(C)nc21	-6%	-7%	11%	/
Cc1noc(Cn2c(=O)c3ccccc3n(CC(=O)Nc3cc(Cl)ccc3C)c2=O)n1	4%	19%[10.9 µM]	-5%	1.6%
CCOC(=O)c1sc(NC(=O)c2ccc(CC)s2)nc1C	19%	-16%	8%	-0.1%
CC1=C(C(=O)OCc2ccc(C)cc2)C(c2ccccc2F)CC(=O)N1 (stereo not drawn)	?	5%[10.9 µM]	-19%	23%
Cn1c(=O)c(=O)n(C)c2cc(S(=O)(=O)N3CCCC3C(=O)Nc3ccc(F)cc3)ccc21 (stereo not drawn)	-8%	-8%[10.9 µM]	2%	?
COC(=O)c1cc2sccc2n1CC(=O)Nc1ccc(OC)c(OC)c1	-13%	6%[10.9 µM]	14%	-2.8%
COc1ccc(-c2c3c(=O)n(C)c(=O)n(C)c3cn2Cc2cccnc2)cc1	5%	-13%	4%	4.3%
COc1ccc(-c2cc3nc(C)c(CCC(=O)N4CCN(c5ccccc5)CC4)c(C)n3n2)c(OC)c1	16%	6%[10.9 µM]	-3%	?
O=C(O)CC(c1ccccc1)c1ccccc1	4%	-4%	-2%	1.1%

Other compounds follow.
SMILES	p53ts 39C kill	Imprint erasure	p53ts 32C kill	IkB sig inh
CCNc1ncc2nc(-c3cn(C)c4ccccc34)c(=O)n(-c3ccc(OC)cc3)c2n1	0%	6%	8%	-0.4%[11.4 µM]
COc1cccc(-c2nccc(NCc3cccc(C)c3)n2)c1	-9%	-31%[inhibitor]	3%	0.3%[11.4 µM]
COc1cccc(NC(=O)c2ccc3c(c2)CCN3S(C)(=O)=O)c1	-22%	4%[10.9 µM]	?	?
COc1cc(NC(=O)c2ccc(-c3nc(CSc4ccccc4)c(C)o3)cc2)cc(OC)c1	-6%	-7%[10.9 µM]	4%	?
Cn1c(=O)oc2cc(S(=O)(=O)NCCC(=O)N3CC=C(c4ccccc4)CC3)ccc21	-3%	?	8%	2.0%
COc1ccc(S(=O)(=O)c2nnn(-c3ccc(C(C)C)cc3)c2C)cc1	-13%	-8%[10.9 µM]	-4%	-0.5%
CCS(=O)(=O)N1CCCC(C(=O)NCc2ccc3c(c2)OCO3)C1 (stereo not drawn)	-2%	-6%	2%	-0.1%
CCC(=O)NC(c1ccccc1)c1nc2ccccc2[nH]1 (stereo not drawn)	1%	-1%	4%	-0.9%
COc1cc(C(=O)O)nc2ccccc12	0%	16%	-13%	-2.4%
O=c1cc(CSc2ncn[nH]2)[nH]c2ccc(F)cc12	31%[activator]	10%[10.9 µM]	8%	0.5%
CCCSc1nnc2c(n1)OC(c1ccc(Br)s1)Nc1ccccc1-2 (stereo not drawn)	16%	-3%[10.9 µM]	-2%	?
Cc1oc(-c2ccc(Cl)cc2)nc1CSCC(=O)NCCCN1CCOCC1	-13%	-15%	-6%	3.5%
Cc1cccc(-n2ncc(C(=O)N3CCc4ccccc4C3)c2C2CCN(C(=O)OC(C)(C)C)CC2)c1	-10%	-11%[10.9 µM]	12%	?
Cc1ccc(OCC(=O)Nc2ccc(-c3nc4ncccc4o3)cc2)cc1	10%	?	6%	-3.9%
CCCCCn1c(=O)[nH]c2cc(C(=O)NCc3ccccc3)ccc2c1=O	?	7%[10.9 µM]	-15%	3.7%
COC(=O)c1ccc(-c2nc(-c3ccc(Br)o3)no2)cc1	-1%	-15%	-8%	1.5%
COc1ccc(N(CC(=O)N2CCN(c3ccc(F)cc3)CC2)S(=O)(=O)c2c(C)nn(C)c2C)cc1	18%	7%[10.9 µM]	-6%	0.3%
O=C(Nc1ccc2c(c1)OCCO2)C1CCN(c2cnccn2)CC1	-5%	0%	0%	0.5%
N[C@@H](Cc1cnc[nH]1)C(=O)O	14%	-7%	4%	2.3%
CC(C)(C)NC(=O)C(c1ccccc1)N(Cc1ccco1)C(=O)c1csnn1 (stereo not drawn)	-4%	-8%	-1%	0.3%
Cc1cc(OCC(=O)N(Cc2ccc(N(C)C)cc2)C2CCS(=O)(=O)C2)cc(C)c1Cl (stereo not drawn)	-26%	-3%[10.9 µM]	5%	?
COc1cc(NC(=O)N2CCC3(CC2)Nc2ccccc2-n2cccc23)cc(OC)c1OC	-14%	-9%[10.9 µM]	8%	?
c1ccc(-c2csc3nnc(SCc4ccc5c(c4)OCCO5)n23)cc1	6%	-14%	-1%	-3.5%
Cc1csc2nc(COC(=O)CNC(=O)c3ccc(F)cc3)cc(=O)n12	-14%	-7%[10.9 µM]	7%	-3.0%

Compound activity (PubChem)
